Cdc42 wt = changes GTP binding to wildtype human Cdc42; P60953; GST-Cdc42 beads, Bodipy-GTP binding, flow cytometry; actives lie on both sides; percent activity (GTP binding), % at 10 µM; actives 0.2% (n = 190,000);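 active = percent activity GTP binding at least 20 points away from the 100% baseline, either down as inhibitor or up as activator; inconclusive = compound flagged as likely green fluorescent from well-wide comparison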;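 also: median bead fluorescence of bound Bodipy-FL-GTP at 100 nM; 0% = excess unlabeled GTP control and 100% = no compound control; below 100% means less GTP binding so inhibitor and above means activator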
Target sequence (P60953 whole entry, looked up): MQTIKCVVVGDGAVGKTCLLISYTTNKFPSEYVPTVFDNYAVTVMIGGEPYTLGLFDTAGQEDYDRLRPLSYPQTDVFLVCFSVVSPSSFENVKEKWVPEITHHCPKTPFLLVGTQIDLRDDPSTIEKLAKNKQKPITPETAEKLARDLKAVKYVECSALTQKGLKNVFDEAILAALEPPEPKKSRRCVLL
Avidin bead fluor = compound fluoresces at 488/530 nm on avidin beads. actives 0.38% (n = 220,000). compound fluorescence 488/530 nm, flow cytometry; hits give high values. fluorescence (KMESF) at 10 µM. AID 1775; in the data active = fluorescence above about 47; also: inactives centre near 10
GSH fluor = GSH bead compound fluorescence profile; GSH beads flow cytometry, compound fluorescence 488/530 nm; hits give high values; fluorescence (KMESF) at 10 µM; actives 0.25% (n = 190,000); AID 1776; in the data active = fluorescence above about 89;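 also: glutathione beads carrying GST-tagged Bcl family fusion proteins plus one bare bead set; values are compound well signal with DMSO vehicle wells as background; inactives centre near 16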
Rac1 wt modul = modulators of human Rac1 wildtype GTP binding. GTP binding activity (% of control), % at 10 µM. actives 0.27% (n = 190,000). AID 757. GST-Rac1 beads, fluorescent GTP binding, flow cytometry; actives lie on both sides; 0 = cold GTP competed, 100 = untreated;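 active = GTP binding activity at least 20 points away from the 100% control level, either lower or higher; inconclusive = compound flagged as likely green fluorescent, judged across all proteins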
Rac1 act GTP bind = modulators of GTP binding to human Rac1 activated mutant. actives 0.11% (n = 190,000). GST-Rac1 activated beads, fluorescent GTP binding, flow cytometry; actives lie on both sides; 100% means binding = to untreated wells. P63000. percent activity (GTP binding), % at 10 µM;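 active = GTP binding at least 20 percentage points away from the 100% baseline, in either direction, so actives lie on both sides; inconclusive = Compound likely fluorescent itself, or too few beads counted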
Mcl1 Bid PPI = Mcl-1/Bid interaction inhibition; Q07820; TR-FRET Mcl-1/Bid-Dy647 peptide binding, 1536-well; inhibition, % at 21.7 µM; actives 0.97% (n = 220,000);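 active = compounds that cut the binding signal by more than half at the single screening dose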;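 also: His-tagged Mcl-1 with europium anti-His antibody binding Bid BH3 peptide; 0% = Mcl-1 plus peptide wells and 100% = peptide-only wells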
Target sequence (Q07820 whole entry, looked up): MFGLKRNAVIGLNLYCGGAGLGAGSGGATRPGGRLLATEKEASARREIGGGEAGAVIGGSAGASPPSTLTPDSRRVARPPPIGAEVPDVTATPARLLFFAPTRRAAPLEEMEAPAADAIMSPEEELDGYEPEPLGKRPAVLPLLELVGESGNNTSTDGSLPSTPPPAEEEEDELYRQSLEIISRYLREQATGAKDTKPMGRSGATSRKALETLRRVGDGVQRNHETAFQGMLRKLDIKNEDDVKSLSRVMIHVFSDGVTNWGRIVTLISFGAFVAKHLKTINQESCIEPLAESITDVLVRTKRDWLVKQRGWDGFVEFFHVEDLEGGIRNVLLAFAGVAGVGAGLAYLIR
Mcl1 Noxa PPI = Mcl-1/Noxa interaction inhibition | Q07820 | AID 1022 | inhibition, % at 21.7 µM | actives 1.5% (n = 220,000) | TR-FRET Mcl-1/Noxa peptide binding, 2 h;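 active = compounds that cut the protein-peptide binding signal by more than 50% relative to plate controls in a single-dose test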;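 also: His-tagged Mcl-1 with rhodamine Noxa BH3 peptide and terbium anti-His antibody; 0% = Mcl-1 plus Noxa peptide wells and 100% = peptide-only wells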
HRas wt GTP = modulators of GTP binding to human HRas wildtype; P01112; AID 759; GST-Ras wt beads, Bodipy-FL-GTP binding, flow cytometry; actives lie on both sides; GTP binding activity, % at 10 µM; actives 0.14% (n = 190,000);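 active = GTP binding activity at least 20% away from the 100% baseline, either lowered as inhibitor or raised as activator; inconclusive = flagged as likely green fluorescent, judged across all proteins in the well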;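 also: 0% = unlabeled GTP competition control and 100% = no-compound control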
Target sequence (P01112 whole entry, looked up): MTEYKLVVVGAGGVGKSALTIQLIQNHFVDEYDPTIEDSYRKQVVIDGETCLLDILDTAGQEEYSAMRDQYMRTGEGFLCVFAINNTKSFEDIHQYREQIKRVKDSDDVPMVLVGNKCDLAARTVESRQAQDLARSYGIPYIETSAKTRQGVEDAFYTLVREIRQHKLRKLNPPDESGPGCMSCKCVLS
Pf gamet viab = kills late stage P. falciparum gametocytes. P. falciparum stage V gametocytes, ATP luminescence, 24 h. inhibition, % at 10.9 µM. actives 0.065% (n = 150,000);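 active = inhibition above the mean plus 3 SD of compounds within the control limits, set per campaign, cut at about 38% in these data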;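 also: 0% = DMSO wells and 100% = medium only without gametocytes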
Rab2 wt GTP = changes GTP binding to wildtype dog Rab2A, up or down; P61105; GTP binding activity, % at 10 µM; actives 0.19% (n = 190,000); GST-Rab2 wt beads, Bodipy-GTP binding, flow cytometry;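 active = GTP binding activity at least 20 points away from 100%, either lowered or raised; inconclusive = signal likely due to the compound's own green fluorescence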;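 also: 0% = beads with excess unlabeled GTP and 100% = no-compound control corrected for plate trend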
Rab7 wt GTP bind = dog Rab7 wildtype GTP binding, inhibitors and activators; GTP binding activity (percent of control), % at 10 µM; GST-Rab7 beads, fluorescent GTP binding, flow cytometry; actives lie on both sides; untreated = 100%, excess cold GTP = 0%; actives 0.055% (n = 190,000); AID 758;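 active = fluorescent GTP binding to Rab7 beads changed by at least 20 points from the 100% baseline, either direction, mostly lower; inconclusive = compound itself probably fluorescent, or too few beads counted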;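 also: median green fluorescence of bound Bodipy-FL-GTP per Rab7 bead population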
* = called active by the depositor.

How did CCOC(=O)C1CCCN(c2c(NCCCN(CC)c3cccc(C)c3)c(=O)c2=O)C1 (stereo not given) do in these assays?
Cdc42 wt: 98; Avidin bead fluor: 23; GSH fluor: 11; Rac1 wt modul: 97; Rac1 act GTP bind: 97; Mcl1 Bid PPI: -154; Mcl1 Noxa PPI: 16; HRas wt GTP: 100; Pf gamet viab: 0; Rab2 wt GTP: 98; Rab7 wt GTP bind: 96

What do the screens show for `COc1ccc(-c2nc(CS(=O)CC(=O)NCc3ccccn3)c(C)o2)cc1` (stereo not given)?
Cdc42 wt: 102; Avidin bead fluor: 26; GSH fluor: 15; Rac1 wt modul: 106; Rac1 act GTP bind: 99; Mcl1 Bid PPI: -6; Mcl1 Noxa PPI: 3; HRas wt GTP: 101; Rab2 wt GTP: 99; Rab7 wt GTP bind: 100

Results for Cc1ccc(-c2nn(CCC#N)cc2C=C(C#N)C#N)cc1 ?
Cdc42 wt: 95; Avidin bead fluor: 18; GSH fluor: 16; Rac1 wt modul: 98; Rac1 act GTP bind: 98; Mcl1 Bid PPI: -25; Mcl1 Noxa PPI: 7; HRas wt GTP: 97; Rab2 wt GTP: 97; Rab7 wt GTP bind: 97

How did CN1C(=O)C(C(=O)Nc2ccccc2F)c2ccccc21 (stereo not given) do in these assays?
Cdc42 wt: 102; Avidin bead fluor: 5; GSH fluor: 13; Rac1 wt modul: 102; Rac1 act GTP bind: 102; Mcl1 Bid PPI: -59; Mcl1 Noxa PPI: 13; HRas wt GTP: 102; Pf gamet viab: -14; Rab2 wt GTP: 101; Rab7 wt GTP bind: 101

What do the screens show for `Cc1ccc(/C=C/C(=O)N2CCN(c3ncccn3)CC2)o1`?
Cdc42 wt: 99; Avidin bead fluor: 7; GSH fluor: 22; Rac1 wt modul: 99; Rac1 act GTP bind: 98; Mcl1 Bid PPI: -2; Mcl1 Noxa PPI: 50; HRas wt GTP: 99; Pf gamet viab: 11; Rab2 wt GTP: 97; Rab7 wt GTP bind: 99

Results for CCOc1cc(/C=N/n2cnnc2)c(Br)cc1O ?
Cdc42 wt: 96; Avidin bead fluor: 10; GSH fluor: 33; Rac1 wt modul: 95; Rac1 act GTP bind: 94; Mcl1 Bid PPI: -20; Mcl1 Noxa PPI: 17; HRas wt GTP: 96; Rab2 wt GTP: 95; Rab7 wt GTP bind: 94

How did Cc1nc2ccc(NC(=O)N3CCCCC3)cc2s1 do in these assays?
Cdc42 wt: 100; Avidin bead fluor: 14; GSH fluor: 39; Rac1 wt modul: 97; Rac1 act GTP bind: 91; Mcl1 Bid PPI: -28; Mcl1 Noxa PPI: -6; HRas wt GTP: 99; Pf gamet viab: 8; Rab2 wt GTP: 96; Rab7 wt GTP bind: 98

What do the screens show for `O=C(COc1ccc2c(c1)OCO2)NC12CC3CC(CC(C3)C1)C2`?
Cdc42 wt: 103; Avidin bead fluor: 27; GSH fluor: 25; Rac1 wt modul: 107; Rac1 act GTP bind: 99; Mcl1 Bid PPI: -41; Mcl1 Noxa PPI: 10; HRas wt GTP: 102; Pf gamet viab: 22; Rab2 wt GTP: 100; Rab7 wt GTP bind: 103

How did COC(=O)NCCOC(=O)N(O)c1ccc(Br)cc1 do in these assays?
Cdc42 wt: 95; Avidin bead fluor: 11; GSH fluor: 36; Rac1 wt modul: 93; Rac1 act GTP bind: 93; Mcl1 Bid PPI: 2; Mcl1 Noxa PPI: 13; HRas wt GTP: 97; Rab2 wt GTP: 96; Rab7 wt GTP bind: 94

Results for O=C(c1ccc(COc2ccc(F)cc2)o1)n1cc(Br)cn1 ?
Cdc42 wt: 102; Avidin bead fluor: 23; GSH fluor: 12; Rac1 wt modul: 102; Rac1 act GTP bind: 98; Mcl1 Bid PPI: -30; Mcl1 Noxa PPI: 27; HRas wt GTP: 103; Rab2 wt GTP: 102; Rab7 wt GTP bind: 101

Results for Cc1c(Nc2cc(N3CCCCCC3)c3nonc3c2[N+](=O)[O-])c(=O)n(-c2ccccc2)n1C ?
Cdc42 wt: 100; Avidin bead fluor: 20; GSH fluor: 11; Rac1 wt modul: 97; Rac1 act GTP bind: 93; Mcl1 Bid PPI: -44; Mcl1 Noxa PPI: 7; HRas wt GTP: 97; Pf gamet viab: 12; Rab2 wt GTP: 98; Rab7 wt GTP bind: 98

Results for Cc1ccc(S(=O)(=O)NN2C(=O)/C(=C/c3ccccn3)SC2=S)cc1 ?
Cdc42 wt: 82; Avidin bead fluor: 4; GSH fluor: 12; Rac1 wt modul: 83; Rac1 act GTP bind: 80; Mcl1 Bid PPI: -48; Mcl1 Noxa PPI: 5; HRas wt GTP: 82; Rab2 wt GTP: 80; Rab7 wt GTP bind: 91

Results for O=C(COC(=O)c1ccccc1C(=O)c1ccccc1)NCc1ccc(F)cc1 ?
Cdc42 wt: 93; Avidin bead fluor: 5; GSH fluor: 10; Rac1 wt modul: 100; Rac1 act GTP bind: 92; Mcl1 Bid PPI: -19; Mcl1 Noxa PPI: 10; HRas wt GTP: 94; Pf gamet viab: 26; Rab2 wt GTP: 94; Rab7 wt GTP bind: 95

Results for O=C(Nc1c(C(=O)N2CCOCC2)cnn1-c1ccccc1)c1ccco1 ?
Cdc42 wt: 102; Avidin bead fluor: 12; GSH fluor: 5; Rac1 wt modul: 106; Rac1 act GTP bind: 99; Mcl1 Bid PPI: -6; Mcl1 Noxa PPI: 0; HRas wt GTP: 104; Pf gamet viab: -41; Rab2 wt GTP: 103; Rab7 wt GTP bind: 100

How did COc1ccc(-c2csc(NC(=O)c3ccco3)n2)cc1 do in these assays?
Cdc42 wt: 97; Avidin bead fluor: 6; GSH fluor: 16; Rac1 wt modul: 103; Rac1 act GTP bind: 98; Mcl1 Bid PPI: -2; Mcl1 Noxa PPI: 9; HRas wt GTP: 99; Rab2 wt GTP: 97; Rab7 wt GTP bind: 96

What do the screens show for `O=C(N/N=C/c1ccc(O)cc1O)c1ccc(CN2C(=O)c3cccc4cccc2c34)cc1`?
Cdc42 wt: 90; Avidin bead fluor: 11; GSH fluor: 14; Rac1 wt modul: 94; Rac1 act GTP bind: 92; Mcl1 Bid PPI: -46; Mcl1 Noxa PPI: 78*; HRas wt GTP: 94; Rab2 wt GTP: 90; Rab7 wt GTP bind: 102

Results for CCC(=O)N1N=C(c2ccc(NS(C)(=O)=O)cc2)CC1c1ccc(N(C)C)cc1 (stereo not given) ?
Cdc42 wt: 100; Avidin bead fluor: 8; GSH fluor: 20; Rac1 wt modul: 95; Rac1 act GTP bind: 99; Mcl1 Bid PPI: -75; Mcl1 Noxa PPI: 27; HRas wt GTP: 97; Rab2 wt GTP: 98; Rab7 wt GTP bind: 91

How did O=C(NCc1cccs1)c1cccnc1C(=O)O do in these assays?
Cdc42 wt: inconclusive; Avidin bead fluor: 13; GSH fluor: 32; Rac1 wt modul: inconclusive; Rac1 act GTP bind: inconclusive; Mcl1 Bid PPI: -34; Mcl1 Noxa PPI: 7; HRas wt GTP: inconclusive; Rab2 wt GTP: inconclusive; Rab7 wt GTP bind: inconclusive

Results for CC(=O)c1ccc(OCC(C)C)c(Cc2c(O)nc(N)[nH]c2=O)c1 ?
Cdc42 wt: 102; Avidin bead fluor: 13; GSH fluor: 9; Rac1 wt modul: 105; Rac1 act GTP bind: 100; Mcl1 Bid PPI: -52; Mcl1 Noxa PPI: 7; HRas wt GTP: 102; Pf gamet viab: 0; Rab2 wt GTP: 100; Rab7 wt GTP bind: 103

How did CCCC[n+]1ccc(-c2nc3ccc([N+](=O)[O-])cc3[nH]2)cc1 do in these assays?
Cdc42 wt: 98; Avidin bead fluor: 2; GSH fluor: 7; Rac1 wt modul: 101; Rac1 act GTP bind: 99; Mcl1 Bid PPI: -4; Mcl1 Noxa PPI: 14; HRas wt GTP: 99; Rab2 wt GTP: 97; Rab7 wt GTP bind: 105

Results for NC(=O)CN1C(=O)C2CCCCN2C(=O)c2ccccc21 (stereo not given) ?
Cdc42 wt: 99; Avidin bead fluor: 16; GSH fluor: 9; Rac1 wt modul: 98; Rac1 act GTP bind: 96; Mcl1 Bid PPI: -13; Mcl1 Noxa PPI: 1; HRas wt GTP: 98; Rab2 wt GTP: 95; Rab7 wt GTP bind: 93

What do the screens show for `CCOc1cccc2cc(C(N)=O)c(=NCc3ccccc3)oc12`?
Cdc42 wt: 100; Avidin bead fluor: 47; GSH fluor: 13; Rac1 wt modul: 99; Rac1 act GTP bind: 96; Mcl1 Bid PPI: 9; Mcl1 Noxa PPI: -13; HRas wt GTP: 100; Rab2 wt GTP: 99; Rab7 wt GTP bind: 100

How did Clc1cccc(Cl)c1/C=N\Nc1nccs1 do in these assays?
Cdc42 wt: inconclusive; Avidin bead fluor: 25; GSH fluor: 13; Rac1 wt modul: inconclusive; Rac1 act GTP bind: inconclusive; Mcl1 Bid PPI: 0; Mcl1 Noxa PPI: -1; HRas wt GTP: inconclusive; Rab2 wt GTP: inconclusive; Rab7 wt GTP bind: inconclusive

Results for CCC(=S)/C=C1\Sc2ccc3ccccc3c2N1CCCS(=O)(=O)O ?
Cdc42 wt: 98; Avidin bead fluor: 12; GSH fluor: 11; Rac1 wt modul: 101; Rac1 act GTP bind: 95; Mcl1 Bid PPI: -83; Mcl1 Noxa PPI: 30; HRas wt GTP: 101; Rab2 wt GTP: 102; Rab7 wt GTP bind: 106

How did Cc1ccc(C(=O)NCc2ccc(Cl)cc2)o1 do in these assays?
Cdc42 wt: 104; Avidin bead fluor: 16; GSH fluor: 20; Rac1 wt modul: 104; Rac1 act GTP bind: 102; Mcl1 Bid PPI: -8; Mcl1 Noxa PPI: -1; HRas wt GTP: 106; Pf gamet viab: -7; Rab2 wt GTP: 107; Rab7 wt GTP bind: 107

Results for O=C(/C=C/c1ccc(Cl)cc1)Nc1nccs1 ?
Cdc42 wt: 100; Avidin bead fluor: 13; GSH fluor: 20; Rac1 wt modul: 100; Rac1 act GTP bind: 97; Mcl1 Bid PPI: -13; Mcl1 Noxa PPI: 1; HRas wt GTP: 99; Rab2 wt GTP: 104; Rab7 wt GTP bind: 109

What do the screens show for `COc1ccc(OC)c(/C=N/NC(=O)CN2CCSCC2)c1`?
Cdc42 wt: 101; Avidin bead fluor: 13; GSH fluor: 9; Rac1 wt modul: 105; Rac1 act GTP bind: 102; Mcl1 Bid PPI: 9; Mcl1 Noxa PPI: 18; HRas wt GTP: 104; Rab2 wt GTP: 103; Rab7 wt GTP bind: 99

Assay outcomes: PubChem, several laboratories
